# Screening results as filed in PubChem.
# MrgX1 PAM = allosterically activates human MrgX1 receptor signaling; Q96LB2; MrgX1-HEK293, Fluo-4 calcium flux, FDSS; active compounds read high; B-score at 10 µM; 0.63% of 310,000 active; AID 588675;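 active means plate-corrected calcium response at least 3 library SD above typical, normal starting fluorescence, not activating the receptor alone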;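 further: compound read alongside a low EC10 to EC30 dose of BAM8-22 agonist; peak minus trough fluorescence over baseline measured at the second addition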
# TRPC6 inhibitor = inhibitors of mouse TRPC6 channel; AID 2553; B-score at 10 µM; HEK293-TRPC6, membrane potential dye, ACh-evoked depolarization; active compounds read low; 1.1% of 310,000 active;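 active means B-score under library mean minus 3 SD, initial fluorescence not abnormally high, positive integrated signal ratio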;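 further: B-score derived from integrated fluorescence ratio over the kinetic read; more negative B-score means stronger inhibition of depolarization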
# TRPC4 act = TRPC4 (mouse) channel activation; HEK293 TRPC4beta/mu-opioid, Fluo4 calcium fluorescence; active compounds read high; B-score at 10 µM; 0.49% of 310,000 active; AID 2237;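 active means B-score above 5 SD of library B-scores, and initial fluorescence ratio not above library mean plus 5 SD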;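 further: positive B-score marks a calcium rise read as TRPC4 activation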
# Target sequence (Q9QUQ5 whole entry, looked up): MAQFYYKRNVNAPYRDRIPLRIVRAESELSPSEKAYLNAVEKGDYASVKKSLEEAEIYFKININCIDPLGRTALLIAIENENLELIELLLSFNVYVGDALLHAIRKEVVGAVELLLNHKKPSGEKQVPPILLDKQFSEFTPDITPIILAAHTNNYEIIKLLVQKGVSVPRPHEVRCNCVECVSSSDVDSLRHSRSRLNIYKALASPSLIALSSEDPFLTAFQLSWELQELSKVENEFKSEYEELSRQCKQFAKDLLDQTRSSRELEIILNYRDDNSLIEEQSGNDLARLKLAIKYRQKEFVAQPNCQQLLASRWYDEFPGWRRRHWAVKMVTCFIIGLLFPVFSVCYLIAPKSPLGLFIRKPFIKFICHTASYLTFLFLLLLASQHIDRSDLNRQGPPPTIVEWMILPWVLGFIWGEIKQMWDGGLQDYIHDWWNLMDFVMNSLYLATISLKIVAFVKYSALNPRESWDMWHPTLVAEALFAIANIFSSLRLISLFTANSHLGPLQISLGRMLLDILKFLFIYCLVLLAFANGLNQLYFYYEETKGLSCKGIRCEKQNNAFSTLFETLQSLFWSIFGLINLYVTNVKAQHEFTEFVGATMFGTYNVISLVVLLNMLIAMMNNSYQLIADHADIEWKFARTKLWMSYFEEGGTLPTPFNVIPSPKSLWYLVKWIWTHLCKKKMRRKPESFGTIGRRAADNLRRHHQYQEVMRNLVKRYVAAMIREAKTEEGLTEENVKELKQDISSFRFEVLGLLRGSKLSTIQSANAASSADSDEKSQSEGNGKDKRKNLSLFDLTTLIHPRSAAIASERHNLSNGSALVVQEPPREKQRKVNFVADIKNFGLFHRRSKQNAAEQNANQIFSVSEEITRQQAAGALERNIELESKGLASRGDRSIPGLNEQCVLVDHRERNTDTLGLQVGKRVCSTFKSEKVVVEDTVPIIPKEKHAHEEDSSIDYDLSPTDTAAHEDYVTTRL
#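 Assay system: HEK293 cells stably co-expressing mouse TRPC4beta and mu-opioid receptor / Timing: Fluo4 dye loading 45 min at room temperature, 110 s recording / Signal: Fluo4 calcium-sensitive dye fluorescence, kinetic, 1 Hz baseline / Read-out: integrated baseline-normalised fluorescence ratio, converted to per-well B score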
# TRPC4 PAM = allosteric potentiators of mouse TRPC4 channel | Q9QUQ5 | HEK293 TRPC4beta/mu-opioid, DAMGO EC20, Fluo-4 Ca2+ flux; active compounds read high | B-score at 10 µM | 0.42% of 310,000 active | AID 2227;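 active means B-score of calcium response area above 5 SD of library B-scores, with initial fluorescence ratio within 5 SD of library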;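 further: B-score of integrated fluorescence ratio over time as area under calcium response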
# TRPC6 activator = mouse TRPC6 channel activation | Q61143 | HEK293-TRPC6 membrane potential dye fluorescence; active compounds read high | B-score at 10 µM | 0.13% of 310,000 active | AID 2550;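 active means B-score of the integrated fluorescence ratio above library mean plus 3 SD, and starting fluorescence ratio within library mean plus 5 SD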;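 further: higher score means more depolarization so channel activation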
# TMEM16A act = activates or potentiates the mouse TMEM16A chloride channel | Q8BHY3 | HEK293 TMEM16A/YFP-H148Q/I152L, iodide quench fluorescence; active compounds read low | AID 623877 | 0.3% of 340,000 active | B-score at 10 µM;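 active means fluorescence-ratio B-score plate-corrected deviation score at least 3 library SD below zero, with starting fluorescence score within 5 deviations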;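 further: channel opened by trigger with iodide after compound preincubation; score built on the fluorescence ratio of max minus min over baseline; more negative score means more quench and so TMEM16A activation or potentiation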
# MrgX1 antag = human MrgX1 receptor antagonism, primary screen | Q96LB2 | MRGX1-HEK293 calcium flux, Fluo-4, BAM8-22 antagonism; active compounds read low | B-score at 10 µM | 1.3% of 310,000 active | AID 588676;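 active means calcium-response B-score plate-corrected more than 3 library SD below zero, starting fluorescence within 5 deviations, no agonist response on first addition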;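 further: peak minus trough fluorescence over baseline after final BAM8-22 challenge near maximal dose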
# ANO1 block = mouse TMEM16A channel inhibition, primary screen; Q8BHY3; 1.2% of 310,000 active; HEK293 TMEM16A/YFP iodide influx fluorescence, ionomycin; normalized B-score (activity score, 25-100; higher = stronger inhibition) at 10 µM;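 active means ratio plate-corrected score three or more library SD toward inhibition, starting fluorescence score within five deviations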;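 further: score derived from kinetic fluorescence span divided by baseline fluorescence per well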
# RGS4 block = inhibitors of human RGS4; HEK293 M3R/RGS4 inducible, Fluo-4 calcium flux; active compounds read high; triggered by carbachol at its EC20; B-score at 10 µM; 0.45% of 310,000 active;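 active means B-score, a plate-corrected calcium signal, over three deviations above library mean, with baseline fluorescence within five deviations of library mean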;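 further: RGS4 expression induced by doxycycline in cells with stable M3 receptor; B-score is computed from the integrated fluorescence ratio over baseline after carbachol; higher B-score means a larger calcium signal and so more RGS4 inhibition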
# MrgX1 ag = human MrgX1 receptor agonism, primary screen. MrgX1-HEK293 cells, Fluo-4 calcium fluorescence, agonist mode; active compounds read high. B-score at 10 µM. AID 588627. 0.44% of 310,000 active;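 active means calcium response B-score plate-corrected fluorescence ratio at least 3 library SD, with starting fluorescence B-score inside 5 SD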
#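 Assay system: stable human MrgX1 HEK293 cell line. Quantity: 15,000 cells per well. Schedule: cells plated overnight, dye loaded 0.5 h 37 °C, 0.5 h room temperature. Detection: Fluo-4 NW calcium-flux fluorescence, kinetic read. Read-out basis: peak-minus-minimum fluorescence over baseline, converted to B scores. Control set: positive and negative control wells on each plate.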
# TRPC4 inh = inhibitors of mouse TRPC4 channel. Q9QUQ5. HEK293 TRPC4beta/mu-opioid, DAMGO-evoked Fluo4 calcium flux; active compounds read low. B-score at 10 µM. 0.39% of 300,000 active. AID 2247;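 active means B-score over 3 SD under the library average, no early fluorescence shift, positive overall ratio signal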
#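 Test system – stable TRPC4beta/mu-opioid receptor HEK293 cells · Probe or stimulus – DAMGO, a submaximal dose followed by a maximal one · Dosing – one concentration per compound · Signal – Fluo4 calcium fluorescence by kinetic imaging, 5 s 1 Hz baseline · Evaluation – per-well B score of integrated baseline-normalized Fluo4 ratio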
# * hit, by the source's call; i = inactive; x = no result given.
SMILES,MrgX1 PAM,TRPC6 inhibitor,TRPC4 act,TRPC4 PAM,TRPC6 activator,TMEM16A act,MrgX1 antag,ANO1 block,RGS4 block,MrgX1 ag,TRPC4 inh
O=C(CCN1C(=O)C2CCCCC2C1=O)Nc1ccc(F)c(F)c1F (stereo not given),i,i,i,i,i,i,i,i,i,i,i
O=C(Nc1ccc2c(c1)OCO2)C(c1ccccc1)N1CCN(C(=O)c2ccco2)CC1 (stereo not given),i,i,i,i,i,i,i,i,i,i,i
Nc1ccc(-c2nc3cc(N)ccc3s2)cc1,i,i,i,i,i,i,i,i,i,i,i
c1ccc(Nc2nc(-c3ccncc3)cs2)cc1,i,i,i,i,i,i,i,i,i,i,i
CCOC(=O)N1CCN(CC(=O)Nc2c(C(=O)OC)[nH]c3ccc(Cl)cc23)CC1,i,i,i,i,i,i,i,i,i,i,i
COc1ccc(/C=N/Nc2nc(=O)[nH]nc2C)cc1OC,i,i,i,i,i,i,i,i,i,i,i
CCOc1ncccc1C(=O)OCc1ccc(C#N)cc1,i,i,i,i,i,i,i,i,i,i,i
NC(=O)CC12CC3CC(C1)CC(CC(N)=O)(C3)C2,i,i,i,i,i,i,i,i,i,i,i
O=C(CN1C(=O)C2(OCCO2)c2ccccc21)c1ccc(Cl)cc1,i,i,i,i,i,i,i,i,i,i,i
COc1cc(C2CC(=O)c3cnc(N)nc3C2)cc(OC)c1OC (stereo not given),i,i,i,i,i,i,i,i,i,i,i
CC(C)(C)c1ccc(OCC(O)CN2CCN(c3ccccn3)CC2)cc1 (stereo not given),i,i,i,i,i,i,i,i,i,i,i
CC(=O)N1c2ccc(S(=O)(=O)N(C)CC(=O)N(C)Cc3ccccc3)cc2CC1C (stereo not given),i,i,i,i,i,i,i,i,i,i,i
CCCN1C2CCCC1CC(NC(=S)NCCCOCC)C2 (stereo not given),i,i,i,i,i,i,i,i,i,i,i
CCC(C)NC(=O)CNC(=S)N(Cc1ccc(F)cc1)C1CCCCC1 (stereo not given),i,i,i,i,i,i,i,i,i,i,i
O=C1C2ON(c3ccc(Cl)cc3)C(c3ccco3)C2C(=O)N1c1ccccc1 (stereo not given),i,i,i,i,i,i,i,i,i,i,i
C/C(=N\NC(=O)c1cccc(S(=O)(=O)N2CCOCC2)c1)c1cc2ccccc2o1,i,i,i,i,i,i,i,i,i,i,i
CN(C)/C=N/c1nc2ncc(-c3ccc(Cl)cc3)c(/N=C/N(C)C)n2n1,i,i,i,i,i,i,i,i,i,i,i
CC(C)n1cc(C(=O)N2CCCC(N3CCN(c4cccc(Cl)c4)CC3)C2)cn1 (stereo not given),i,i,i,i,i,i,i,i,i,i,i
C/C(=N\NC(=O)c1ccc(CSc2nncn2C)cc1)c1ccc(C#N)cc1,i,i,i,i,i,i,i,i,i,i,i
Cc1cc(C)c(NC(=O)CN2CCN(C)CC2)c(C)c1,i,i,i,i,i,i,i,i,i,i,i
O=C(c1cc(COc2ccc3c(c2)CCCC3)on1)N1CCCC1,i,i,i,i,i,i,i,i,i,i,i
Cc1c(C(=O)N2CCCC2)sc(NC(=O)c2ccco2)c1C#N,i,i,i,i,i,i,i,i,i,i,i
Oc1ccc(C=Nc2ccc3ncccc3c2)c(O)c1,i,i,i,i,i,x,i,i,i,i,i
Cc1ccc(S(=O)(=O)N2CCOC2CNC(=O)C(=O)NCc2ccc(Cl)cc2)cc1 (stereo not given),i,i,i,i,i,i,i,i,i,i,i
O=C(CCN1CCOCC1)Nc1ccc(Cl)cc1,i,i,i,i,i,i,i,i,i,i,i
O=C(CN1C(=O)c2ccccc2C1=O)Nc1ccccc1,i,i,i,i,i,i,i,i,i,i,i
O=C(Cn1cc(C(F)(F)F)cc(Cl)c1=O)NCc1ccc(F)cc1,i,i,i,i,i,i,i,i,i,i,i
CCOC(=O)N1CCN(c2cc3nccnc3cc2F)CC1,i,i,i,i,i,i,i,i,i,i,i
CCCCNC(=O)c1onc(CSc2ccc(F)cc2)c1C(=O)O,i,i,i,i,i,i,i,i,i,i,i
COc1cc(/C=C2\SC(=O)N(CC(=O)Nc3ccc(C)cc3)C2=O)cc(Cl)c1OCC(=O)O,i,i,i,i,i,i,i,i,i,i,i
COC(=O)/C=C1\C(=O)N(c2nc3ccc(OC)cc3s2)C(=S)N1c1ccc(F)cc1,i,i,i,i,i,x,i,i,i,i,i
O=C(NNC(=O)c1ccccc1C(=O)O)c1ccc(O)cc1,i,i,i,i,i,i,i,i,i,i,i
COc1cc(CNCCSc2nnnn2C)cc(Br)c1OCc1ccccc1F,i,i,i,i,i,i,i,i,i,i,i
CCOC(=O)C1CC(c2ccccc2)=NNC1=O (stereo not given),i,i,i,i,i,i,i,i,i,i,i
CCOC(=O)C1=C(c2ccccc2)NC(=O)NC1c1ccc(OC)cc1OC (stereo not given),i,i,i,i,i,i,i,i,i,i,i
Cc1ccc(NC(=O)Cn2ccsc2=N)c([N+](=O)[O-])c1,i,i,i,i,i,i,i,i,i,i,i
CCCN(CCC)c1ccc(C(O)c2nnc(-c3ccccc3)o2)cc1 (stereo not given),i,i,i,i,i,i,i,i,i,i,i
Nc1cc(=O)[nH]c(SCc2ccc(Cl)cc2Cl)n1,i,i,i,i,i,i,i,i,i,i,i
Cc1cc(C)cc(N2C(=O)C3CC=CCC3C2=O)c1 (stereo not given),i,i,i,i,i,i,-5.22*,i,i,i,i
COc1ccccc1N(CC(=O)NCC1CCCO1)C(=O)CCC(=O)Nc1cc(C)on1 (stereo not given),i,i,i,i,i,i,i,i,i,i,i
Cc1cccc(CCNC(=O)c2cc(S(=O)(=O)N3CCCCC3)c[nH]2)c1,i,i,i,i,i,i,i,i,i,i,i
COc1cccc(NC(=O)CCCOc2cc(=O)n(C)c3ccccc23)c1,i,i,i,i,i,i,i,i,i,i,i
COc1ccc(NC(=O)CN(C)C(=O)c2ccc(NS(=O)(=O)c3ccc(F)cc3)cc2)cc1,i,i,i,i,i,i,i,i,i,i,i
Cc1ccc(NC(=O)CC2CCCC2)c(Br)c1,i,i,i,i,i,i,i,i,i,i,i
O=C(CCC(=O)NC1CCCCCCC1)Nc1nnc(C(F)(F)F)s1,i,i,i,i,i,i,i,i,i,i,i
Cc1ccccc1OCc1nc2c3c(ncn2n1)-c1ccccc1CC31CCCC1,i,i,i,i,i,i,i,i,i,i,i
Cc1ccc(-c2nc3ncccn3c2NC2CCCC2)o1,i,i,i,i,i,i,i,i,i,i,i
Cc1ccc(S(=O)(=O)N2CCOCC2)cc1C(=O)NCc1ccc2c(c1)OCO2,i,i,i,i,i,i,i,i,i,i,i
Cc1cccc(C)c1OCc1cc(C(=O)N2CCCC2c2nonc2C)no1 (stereo not given),i,i,i,i,i,i,i,i,i,i,i
Cc1ccc(SCCC(=O)Nc2cc(C)on2)cc1,i,i,i,i,i,i,i,i,i,i,i
Cc1ccc2nc(-c3ccc(NC(=O)COC(=O)c4ccc(=O)[nH]c4)cc3)sc2c1,i,i,i,i,i,i,i,i,i,i,i
N=c1n(CCN2CCOCC2)c2ccccc2n1CC(=O)c1ccc(Cl)c(Cl)c1,i,i,i,i,i,i,i,i,i,i,i
COc1ccc(OC)c(C(=O)c2c(C)oc3cc([N+](=O)[O-])c(O)c([N+](=O)[O-])c23)c1,i,i,i,i,i,i,i,i,i,i,i
CC(O)CNCCOc1ccccc1-c1ccccc1 (stereo not given),i,i,i,i,i,i,i,i,i,i,i
COc1ccc(C(=O)CSc2nc(C)cc(=O)[nH]2)cc1C,i,i,i,i,i,i,i,i,i,i,i
CCCOc1ccc(Br)cc1/C=N/NC(=O)c1cc(OC)c(OC)c(OC)c1,i,i,i,i,i,i,i,i,i,i,i
O=C(NCc1ccco1)c1ccc2c(c1)OCCO2,i,i,i,i,i,i,i,i,i,i,i
CCC1CCCCN1C(=O)COC(=O)c1ccc(S(=O)(=O)N2CCOCC2)cc1 (stereo not given),x,i,i,i,i,i,x,x,i,x,i
O=C(NCCc1cccc(F)c1)[C@@H]1CSC2c3ccccc3C(=O)N21 (stereo not given in full),i,i,i,i,i,i,i,i,i,i,i
CCOC(=O)C1(Cc2ccccc2)CCN(Cc2nccn2CC)CC1,i,i,i,i,i,i,i,i,i,i,i

# Given with two lines to a compound: 2 of the compounds above.
# Order of values – MrgX1 PAM	TRPC6 inhibitor	TRPC4 act	TRPC4 PAM	TRPC6 activator	TMEM16A act	MrgX1 antag	ANO1 block	RGS4 block	MrgX1 ag	TRPC4 inh
COc1ccc(C(=O)CSc2nc(C)cc(=O)[nH]2)cc1C
    i	i	i	i	i	i	i	i	i	i	i
CCCOc1ccc(Br)cc1/C=N/NC(=O)c1cc(OC)c(OC)c(OC)c1
    i	i	i	i	i	i	i	i	i	i	i

# More records
SMILES,MrgX1 PAM,TRPC6 inhibitor,TRPC4 act,TRPC4 PAM,TRPC6 activator,TMEM16A act,MrgX1 antag,ANO1 block,RGS4 block,MrgX1 ag,TRPC4 inh
COc1ccc(C(C)=O)cc1CN1C(=O)NC2(CCCCC2)C1=O,i,i,i,i,i,i,i,i,i,i,i
CC(C)Nc1ccc(C(CC(N)=O)NC(=O)Cc2cccc3ccccc23)cc1[N+](=O)[O-] (stereo not given),i,i,i,i,i,i,i,i,i,i,x
O=C(Nc1scc(-c2ccccc2)c1C(=O)O)c1ccc(F)cc1,i,i,i,i,i,i,i,i,i,i,i
COc1cc(OC)cc(C(=O)N(CCCN2C(=O)c3cccc4cccc(c34)C2=O)c2cccc(OC)c2)c1,i,i,i,i,i,i,i,i,i,i,i
COc1ccc(Br)cc1[C@H]1[C@@H]2C=CCC[C@@]2(C)C(=O)N1Cc1ccccc1,i,i,i,i,i,i,i,i,i,i,i
Cc1ccc(N(C(=O)c2ccccc2Cl)C2=NC(C)CS2)c(C)c1 (stereo not given),i,i,i,i,i,i,i,i,i,i,i
COc1c(N)c2ccccc2[nH]c1=O,i,i,i,i,i,i,i,i,i,i,i
COc1cccc(C(=O)c2cc3cc(Cl)ccc3[nH]2)c1,i,i,i,i,i,i,i,i,i,i,i
Cc1ccc(C)n1Cc1ccc(C(=O)O)cc1,i,x,x,x,x,i,i,i,x,i,x
